XBP1 UPR activ: adaptive UPR (XBP1) activation. CHO-XBP1 luciferase reporter, IRE1-XBP1 UPR activation, luminescence; percent of tunicamycin response, DMSO as zero. activation, % at 20 µM. 330,000 tested, 0.33% active;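 active = versus positive control, 20 µM dose yields 30% or more activation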;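 also: 100% = tunicamycin at 10 µg/mL and 0% = DMSO only wells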
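Material: CHO cell line with stable XBP1 luciferase reporter; buffer or medium: F12 medium containing 10% fetal bovine serum; compound: single point, 20 µM final compound, 1% DMSO; incubation: 6 h treatment, 37 °C; measured by: glow luminescence from Steady-Glo reagent; evaluation: activation, % of tunicamycin; control set: tunicamycin high, DMSO low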
APJ antagonist: antagonists of human APJ apelin receptor | AID 2521 | CHO-K1 APJ beta-arrestin complementation, luminescence | inhibition, % at 20 µM | 330,000 tested, 0.32% active;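 active = inhibition above about 40% at 20 µM, limit read from the data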;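 also: cells challenged with 10 nM apelin-13 agonist together with compound; plate controls were apelin-13 plus DMSO wells for no effect and DMSO wells lacking apelin-13 for full effect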
Target sequence (P35414 whole entry, looked up): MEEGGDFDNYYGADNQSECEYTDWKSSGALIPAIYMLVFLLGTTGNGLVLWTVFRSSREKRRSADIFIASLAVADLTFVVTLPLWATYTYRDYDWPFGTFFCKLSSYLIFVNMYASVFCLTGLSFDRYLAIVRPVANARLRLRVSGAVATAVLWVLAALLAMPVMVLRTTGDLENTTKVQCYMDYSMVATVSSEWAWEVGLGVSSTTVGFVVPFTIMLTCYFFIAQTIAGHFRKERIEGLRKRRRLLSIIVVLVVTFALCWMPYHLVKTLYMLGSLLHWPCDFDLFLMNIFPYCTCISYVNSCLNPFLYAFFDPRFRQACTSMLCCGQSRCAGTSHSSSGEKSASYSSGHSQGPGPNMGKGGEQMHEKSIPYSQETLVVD
TIM10 inh: growth inhibitors of TIM10 yeast strain; AID 463195; inhibition, % at 10 µM; 330,000 tested, 1.4% active; S. cerevisiae TIM10 strain growth, BacTiter-Glo luminescence, 24 h;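 active = inhibition of 40% or more at the single tested concentration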;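 also: wild-type TIM10 isogenic control strain grown at permissive 25 °C; 0% = DMSO yeast wells and 100% = minimal medium wells without yeast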
APJ agonist: agonists of human APJ apelin receptor; P35414; CHO-K1 APJ PathHunter beta-arrestin, luminescence; 0% DMSO wells, 100% apelin; activation, % at 20 µM; 330,000 tested, 0.11% active;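 active = activation more than six SD over the plate average, tested at 20 µM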;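 also: 0% = DMSO alone and 100% = apelin-13 at 10 nM; some results filed as inactive read as strong as hits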
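Test system – PathHunter CHO-K1 APJ (AGTRL-1) beta-arrestin reporter cells · Input – 1000 cells/well · Compound – single test compound dose, 20 µM final, 1% DMSO · Times – compound stimulation 90 min at 25 °C, detection 60 min · Technique – beta-gal luminescence · Read-out basis – APJ–arrestin association signal · Control set – negative DMSO alone, positive Apelin-13 at 10 nM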
CXCR6 inh: inhibitors of human CXCR6 receptor; CHO-K1 PathHunter CXCR6 beta-arrestin, luminescence; inhibition, % at 20 µM; 360,000 tested, 0.36% active; in the data active = inhibition above about 34%, passing the limit was not always enough;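 also: antagonist mode with CXCL16 agonist at 10 nM final; 0% = 10 nM CXCL16 with DMSO and 100% = unstimulated wells without agonist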
Target sequence (O00574 whole entry, looked up): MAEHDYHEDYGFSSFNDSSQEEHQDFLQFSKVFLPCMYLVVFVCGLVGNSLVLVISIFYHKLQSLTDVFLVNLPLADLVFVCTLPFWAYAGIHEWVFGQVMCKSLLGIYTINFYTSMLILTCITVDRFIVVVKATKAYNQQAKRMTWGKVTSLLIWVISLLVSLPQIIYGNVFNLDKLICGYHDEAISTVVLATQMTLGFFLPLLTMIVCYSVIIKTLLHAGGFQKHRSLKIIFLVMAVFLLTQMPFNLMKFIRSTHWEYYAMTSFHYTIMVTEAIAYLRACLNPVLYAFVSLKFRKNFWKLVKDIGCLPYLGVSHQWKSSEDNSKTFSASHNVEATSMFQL
tim10-1 inh: growth inhibitors of tim10-1 mutant yeast; S. cerevisiae tim10-1 ts strain growth, BacTiter-Glo, 24 h; inhibition, % at 20 µM; 330,000 tested, 2.2% active; AID 463190;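 active = inhibition of at least 40%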;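 also: mutant grown at 25 °C; 0% = DMSO wells with yeast and 100% = wells holding no yeast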
UPR CHOP act: apoptotic UPR (CHOP) activation; CHO-CHOP luciferase reporter, luminescence; percent of tunicamycin response over DMSO baseline; activation, % at 10 µM; 330,000 tested, 0.34% active;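 active = at 10 µM dose, activation of 40% or more, normalized to positive control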;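 also: 100% = tunicamycin at 10 µg/mL and 0% = DMSO alone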
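Evaluation: % reporter activation, DMSO baseline versus tunicamycin full activation; System: CHO-CHOP luciferase reporter cell line; Input: 500 cells/well; Incubation: 6 h compound treatment, 37 °C; Measured by: Steady-Glo luciferase luminescence; Dosing: one dose, 10 µM in 0.5% DMSO; Buffer or medium: F12 medium, 10% FBS; Benchmarks: positive tunicamycin 10 µg/mL, negative DMSO alone.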
Mdm2-MdmX inh: inhibitors of human Mdm2/MdmX interaction; O15151+Q00987; SaOS-2 split-luciferase Mdm2/MdmX complementation, luminescence; inhibition, % at 8 µM; 330,000 tested, 3% active; AID 485346;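 active = inhibition of at least 50% at 8 µM in the primary screen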
tim23-1 inh: inhibits growth of tim23-1 mutant yeast. S. cerevisiae tim23-1 growth, BacTiter-Glo luminescence, 24 h. inhibition, % at 20 µM. 330,000 tested, 1.3% active. AID 463212;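 active = growth inhibition of the mutant yeast at or above 50%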;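 also: temperature-sensitive mutant grown at 25 °C; plate controls were DMSO-treated mutant yeast for no effect and medium wells lacking yeast for full effect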
* hit, by the source's call; . = no result given; & = joins results of further samples. Some of the compounds tested, so the mix of outcomes need not match the whole.

SMILES	XBP1 UPR activ	APJ antagonist	TIM10 inh	APJ agonist	CXCR6 inh	tim10-1 inh	UPR CHOP act	Mdm2-MdmX inh	tim23-1 inh
C[C@H]1NC(=O)[C@@]2(C)[C@@H](c3ccccc3)[C@H]3COc4ccccc4[C@@H]3N2C1=O	0	7	-6	-3	-7	1	0.0	10	-1
N#Cc1nc(-c2ccccc2F)oc1NCCN1CCOCC1	-2	-6	1	-4	-5	9	-0.9	14	18
C/C(=N\O)c1ccn(S(=O)(=O)c2ccc(Cl)cc2)c1	-2	1	17	-4	4	14	-2.3	13	12
Fc1ccc(COc2ccc(C(=S)N3CCCC3)cc2)cc1	1	-1	19	-1	1	14	6.1	-29	31
COc1ccc2c(CC(=O)OCC(=O)Nc3ccc4c(c3)OCO4)coc2c1	0	6	12	8	-6	30	-0.6	31	33
CCOc1ccc(CN(C(=O)c2ccco2)C2CCS(=O)(=O)C2)cc1 (stereo not given)	0	21	-9	-4	-4	5	-2.0	10	-1
CCOc1ccc(-n2c(=O)[nH]cc(C(=O)Nc3ccc(OC)c(OC)c3)c2=O)cc1	-1	15	-7	-1	5	18	-2.5	13	17
COc1ccc(OCC(=O)Nc2ccc(OC)c(S(=O)(=O)N3CCCCC3)c2)cc1	0	-14	-3	8	-3	11	1.0	-3	-6
O=[N+]([O-])c1ccc(NCCNS(=O)(=O)c2ccccc2)cc1	-2	6	1	-2	0	7	0.3	-7	9
O=C(NCc1ccccc1)c1onc(CSc2ccncc2)c1C(=O)NCc1ccccc1	0	17	-20	-6	10	-9	1.8	19	-12
COc1ccc(/C=C(\C#N)C(=O)OC2CCOC2=O)cc1 (stereo not given)	-3	-4	14	-2	-4	6	-2.0	11	-9
COc1ccc(CCN2CC(C(=O)NCCc3cnn(C)c3)CCC2=O)cc1 (stereo not given)	-3	15	-3	-2	8	-1	-0.4	12	1
Cc1ccc(S(=O)(=O)N(C)C)cc1NC(=O)COC(=O)c1ccc(Cl)cc1	-2	-3	16	-4	-10	11	-0.3	-31	5
Cc1cc(OC(C)C(=O)NCC2CCC(C(=O)O)CC2)c2c(C)c(C)c(=O)oc2c1 (stereo not given)	-4	19	3	-1	0	-24	-1.6	-8	1
CC(C)(C)c1cc(C(=O)NNC(=O)c2ccc(C(F)(F)F)cc2)no1	-2	-3	-17	-5	-6	-11	-1.9	10	17
CNS(=O)(=O)c1ccc2c3c(cccc13)C(=O)N2	0	-17	-7	-2	3	0	-0.9	-7	1
Cc1nnc(SCc2cnc(-c3ccc(C(C)C)cc3)s2)n1C	-4	-4	5	-3	-1	26	-2.7	-26	22
O=C(Nc1nc2ccc(Cl)cc2s1)C1CC1	1	-8	46*	0	3	41*	7.6	-84	33
COc1ccc(CCNC(=O)C2CCC(C(C)(C)C)CC2)cc1OC (stereo not given)	-4	5	-2	-3	5	26	-0.3	10	33
O=C(Cc1ccc(Cl)cc1)Nc1ccccc1CO	-2	6	-4	0	13	8	1.7	11	-8
COc1ccc(/C=N/Nc2nnc(-c3ncc[nH]3)c3ccccc23)cc1	7	9	-5	2	-20	7	7.2	52*	9
C=CCn1cnc2scc(-c3ccc(C)cc3)c2c1=O	0	0	7	-6	-5	10	-1.6	32	3
CC(=O)N1CSCC1C(=O)N1CCN(c2ccc(N3CCOCC3)nn2)CC1 (stereo not given)	-2	-3	14	-2	2	14	2.1	13	4
CCOC(=O)C1CCN(C(=S)Nc2ccc(Cl)cc2C)CC1	-2	-2	-9	-1	-6	20	-2.2	5	19
C=CCOC(=O)C1=C[C@H](c2ccc(Br)cc2)[C@@H](CCCO)[C@H](OCC)O1	1	-72	-6	5	5	23	5.1	11	27
COc1ccc(CC(=O)NNC(=O)c2cccs2)cc1	-1	6	-7	-4	-4	0	0.7	5	11
COc1ccc(CC(=O)Oc2ccc(F)c(F)c2)cc1S(=O)(=O)N1CCOCC1	-1	4	-9	5	-11	-2	1.2	2	7
C[C@]12CC[C@@H]3c4ccc(OS(=O)(=O)O)cc4CC[C@H]3[C@@H]1CCC2=O	-9&-5	-3&-10	0&5	-3&1	-6&-3	-13&17	-3.3&-2.0	-12&-8	-9&6
O=C(CCCN1C(=O)c2cccc3cccc(c23)C1=O)NCc1cccs1	-2	-5	16	-5	-6	6	0.8	48	-7
Cn1nnnc1SCc1nc2scc(-c3ccc(Cl)cc3)c2c(=O)[nH]1	-1	-7	-4	-1	1	-9	-0.5	20	-15
O=C(Nc1cc(Cl)ccc1Cl)C1Cc2ccccc2O/C1=N\O (stereo not given)	-2	6	15	-3	2	14	4.4	-9	30
C/C(=N\NC(=O)CSc1nc2ccccc2[nH]1)c1ccncc1	-1	-11	-4	-2	-3	-10	-0.8	7	-3
COc1ccc(C(=O)N2CCCC2(C#N)c2ccccc2)cc1[N+](=O)[O-] (stereo not given)	-3	5	7	-2	5	21	0.3	39	15
CC1(C)Cc2nc3scc(NC(=O)c4ccccc4)c3cc2CO1	-2	8	13	4	-2	17	1.6	-1	27
O=C1C2CCCN2C(=O)N1CCCCN1CCN(c2ccccc2)CC1 (stereo not given)	1	13	1	-4	-17	-16	1.6	15	-3
CCN(C1CCCCC1)S(=O)(=O)CCNC(=O)c1ccccc1	-3	13	3	7	-14	10	2.0	15	4
Cc1cccc(-c2nc3ccccc3c3nncn23)c1	1	9	23	-2	1	38	2.9	-6	9
Nc1nc2c(ncn2[C@H]2C[C@H](O)[C@@H](CO)O2)c(=O)[nH]1	-4	5	6	-4	6	3	-0.9	2	-3
CN1CCC(Oc2ccccc2Sc2ccccc2)CC1	2	2	-6	-2	0	-20	1.7	31	-28
CCOC(=O)C1=C(COC(=O)/C=C/c2ccc(OC)cc2OC)NC(=O)NC1C (stereo not given)	0	2	-6	-2	-3	-1	-0.1	19	6
O=S(=O)(NCc1ccccc1F)c1cccc(S(=O)(=O)N2CCOCC2)c1	-2	9	18	-2	10	10	3.0	11	0
O=C(CSc1nc(-c2ccco2)cc(C(F)(F)F)n1)N1CCN(c2cccc(Cl)c2)CC1	-8	-3	34	-1	6	35	-2.3	24	28
O=C(O)COc1ccccc1C1C2C(=O)N(c3ccccc3)C(=O)C2ON1c1ccccc1 (stereo not given)	-2	14	2	-3	-1	3	1.4	-10	6
O=C(CSc1nc(C(F)(F)F)cc(=O)[nH]1)NCc1ccc2c(c1)OCO2	0	18	5	3	-3	-15	0.7	15	-2
O=C(NCc1ccco1)c1ccc(Cn2c(=O)c3ccccc3n(Cc3cccc(F)c3)c2=O)cc1	-3	1	-10	-7	8	-23	-0.7	42	-53
CCOC(=O)c1ccc(NC(=O)C2(c3ccc(OC)cc3)CCOCC2)cc1	-6	3	-7	-1	-14	-2	-0.5	21	-2
CCC(=O)N1CCCc2cc(S(=O)(=O)N3CCC(N4CCCCC4)CC3)ccc21	-5	8	-13	0	-5	3	0.3	24	8
O=C(CN1CCC(n2cnc3cc(F)ccc32)CC1)Nc1ccccc1Br	1	-6	22	-4	-2	34	0.1	2	5
Cc1ccc(C)c(NC(=O)CN(C)C(=O)COc2ccc3ccccc3c2)c1	-1	-5	-4	-3	-4	-10	-0.2	8	-11
Cc1cccc(-c2nc3c(c(SCC(N)=O)n2)CCCC3)c1	-6	-19	-9	0	8	19	-0.6	31	30
COc1ccc(-c2oc(NC(=O)c3ccc(C)cc3)c(C#N)c2-c2ccc(OC)cc2)cc1	-3	12	-8	3	12	20	3.3	10	7
Cc1[nH]c2ccccc2c1/C=N/NC(=O)CNC(=O)c1ccc2c(c1)OCCO2	0	14	7	-1	6	2	0.9	21	4
Cc1ccc(NC(=O)C2CCCN(C(=O)c3ccc(Cl)cc3)C2)c(C)c1 (stereo not given)	-1	9	4	-2	2	7	-2.2	7	8
Cc1cc2c(Nc3ccccc3)ncnc2s1	0	3	5	-1	-6	-16	-0.1	34	-1
Cc1cccc(C)c1NC(=O)c1cnccn1	-5	3	-1	-1	6	-15	-0.5	-8	-4
CC(=O)c1c(C)c[nH]c1C	0	16	5	0	-7	-13	0.0	6	-1
CCC1CCCCN1S(=O)(=O)c1ccc(NC(=O)CSc2ncccc2C(=O)O)cc1 (stereo not given)	-2	7	11	-2	1	20	-0.4	19	14
CC(=O)CC1(O)C(=O)Nc2ccccc21 (stereo not given)	0	-3	5	-1	-4&4	11	-1.3	17	16
COc1ccc2[nH]c(=O)c(CN(Cc3nnnn3Cc3ccccc3)CC3CCCO3)cc2c1 (stereo not given)	1	-18	3	2	-3	-2	-1.9	16	-3
O=C(C(Cc1ccccc1)N1C(=O)C2C3C=CC(C3)C2C1=O)N1CCCCC1 (stereo not given)	-3	-22	5	-4	-18	27	5.0	-2	13
Next part.
SMILES	XBP1 UPR activ	APJ antagonist	TIM10 inh	APJ agonist	CXCR6 inh	tim10-1 inh	UPR CHOP act	Mdm2-MdmX inh	tim23-1 inh
Cc1cc(C(=O)Cn2cc([N+](=O)[O-])ccc2=O)c(C)n1CC1CCCO1 (stereo not given)	0	-36	2	-6	-2	-7	0.7	-1	-2
O=C(COc1ccc(Br)cc1)Nc1ccc2c(c1)C(=O)NC2=O	-5	3	5	-3	-1	13	-1.1	7	-3
COc1ccc(C(=O)NC(Oc2ccccc2)C(Cl)(Cl)Cl)cc1 (stereo not given)	-3	-4	11	-2	-2	-1	-0.8	-5	0
CS(=O)(=O)N(CC(=O)N1CCOCC1)c1cc(Cl)ccc1Cl	-3	-32	-8	-1	-3	-8	-1.0	-1	2
O=C(CN1C(=O)C2CCCN2C(=O)c2ccccc21)Nc1ccccc1-n1cccc1 (stereo not given)	-1	-4	8	-2	.	9	0.4	-7	-3
CCN1C(=NCc2cc(OC)c(OC)c(OC)c2)N[C@@H](c2cccc(C(F)(F)F)c2)C(C(=O)OC)=C1C	-1	12	2	-3	6	2	2.7	13	7
CCOc1ccc(C(C(=O)NC2CCCC2)N(C(=O)c2snc(C(N)=O)c2N)C2CCCC2)cc1 (stereo not given)	-7	4	15	-1	5	22	-0.9	2	26
CCn1c(SCc2ccc(F)cc2)nnc1C1CCN(S(=O)(=O)c2ccc(OC)cc2)CC1	0	0	14	2	-3	17	5.1	38	13

From PubChem BioAssay
